High-throughput results deposited in PubChem BioAssay by several laboratories.
UHRF1 MBD2 ctr = UHRF1 methyl-DNA binding inhibition; Q96T88; UHRF1 binding to methylated oligo, TR-FRET; inhibition, % at 4.4 µM; 0.75% of 370,000 active; AID 687016; in the data active = inhibition above about 21%;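 also: UHRF1 SRA domain binding a hemimethylated CpG hairpin DNA probe; 0% = median of test compound wells and 100% = reference inhibitor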
Tn7 DDE FP = inhibitors of Tn7 peptide binding to human fibrin DD(E); AID 720508; FP displacement of FITC-Tn7 peptide from fibrin DD(E); 0% = median of compound wells per plate; inhibition, % at 8.3 µM; 0.13% of 370,000 active;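 active = inhibition above the mean of compounds falling within the control limits plus 3 SD of them, cut at about 14% in these data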;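 also: 0% = plate median of compound wells and 100% = 10 µM Aha-Tn7 peptide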
Target sequence (P02675 whole entry, looked up): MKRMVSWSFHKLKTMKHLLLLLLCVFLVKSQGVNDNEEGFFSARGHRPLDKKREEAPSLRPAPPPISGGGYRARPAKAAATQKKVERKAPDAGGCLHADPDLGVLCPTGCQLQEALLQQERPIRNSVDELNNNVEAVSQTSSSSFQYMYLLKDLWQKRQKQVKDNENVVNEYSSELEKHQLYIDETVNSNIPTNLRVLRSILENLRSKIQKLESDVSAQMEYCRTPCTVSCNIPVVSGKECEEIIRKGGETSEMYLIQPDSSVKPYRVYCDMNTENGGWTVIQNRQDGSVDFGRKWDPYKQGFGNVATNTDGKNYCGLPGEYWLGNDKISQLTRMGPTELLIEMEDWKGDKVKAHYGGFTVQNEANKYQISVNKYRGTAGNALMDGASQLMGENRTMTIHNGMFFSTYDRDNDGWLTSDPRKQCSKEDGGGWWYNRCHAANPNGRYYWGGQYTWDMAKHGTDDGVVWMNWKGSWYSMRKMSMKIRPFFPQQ
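Test system – human fibrin DD(E) · Times – 10 min preincubation, 3 h with tracer, room temperature · Detection – fluorescence polarization of the labelled Tn7 tracer · Measure – percent inhibition normalized to high-control wells · Benchmarks – high control wells with 10 µM unlabelled Aha-Tn7 peptide (full inhibition) · Repeats – singlicate testing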
ASAP1 GAP inh = blocks human ASAP1-stimulated Arf1 GTP hydrolysis. Q9ULH1. GDP FP detection. inhibition, % at 16.5 µM. 0.19% of 360,000 active. AID 624377; in the data active = inhibition above about 25%;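 also: 0% = vehicle with enzyme and substrate and 100% = no enzyme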
PLCg1 inh = blocks human PLC-gamma1 enzyme activity | 0.84% of 370,000 active | P19174 | purified PLC-gamma1, fluorogenic substrate, fluorescence | inhibition, % at 12.2 µM; in the data active = inhibition above about 9.5%
sPLA2-III inh = Inhibits HGIII-sPLA2 liposome hydrolysis, primary screen; QFRET BODIPY PC-A2 liposome hydrolysis, fluorescence; inhibition, % at 12.2 µM; 0.56% of 370,000 active; AID 743126;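 active = inhibition above mean plus 3 SD of compounds lying within the high and low control bounds, cut at about 19% in these data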;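 also: 0% = median of test compound wells and 100% = no enzyme DMSO wells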
Target sequence (Q9NZ20 whole entry, looked up): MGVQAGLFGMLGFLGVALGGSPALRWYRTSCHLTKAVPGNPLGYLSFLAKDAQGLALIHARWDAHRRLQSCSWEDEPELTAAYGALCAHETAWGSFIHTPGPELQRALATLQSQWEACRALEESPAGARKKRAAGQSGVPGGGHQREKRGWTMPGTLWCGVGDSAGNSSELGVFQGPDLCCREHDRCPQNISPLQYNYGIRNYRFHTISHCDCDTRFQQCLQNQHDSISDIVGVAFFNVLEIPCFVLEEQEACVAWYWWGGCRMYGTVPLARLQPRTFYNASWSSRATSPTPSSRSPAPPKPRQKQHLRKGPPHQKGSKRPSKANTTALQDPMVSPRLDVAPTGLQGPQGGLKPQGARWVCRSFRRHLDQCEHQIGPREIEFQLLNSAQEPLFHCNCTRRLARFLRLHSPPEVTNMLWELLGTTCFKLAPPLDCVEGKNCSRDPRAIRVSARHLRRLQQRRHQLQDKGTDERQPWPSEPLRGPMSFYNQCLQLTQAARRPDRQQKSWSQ
NR1D1 modulator = Rev-erb alpha (human) modulation. 0.79% of 370,000 active. activity, % at 10 µM. Rev-erbα–FITC-DNA binding, fluorescence polarization, 90 min;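 active = activity above about 14%, limit read from the data; passing the limit was not always enough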;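 also: 0% = DMSO wells with 35 nM protein and 100% = DMSO wells with 750 nM protein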
PLC-beta3 inh = inhibitors of human phospholipase C beta3; Q01970; Purified PLC-beta3, fluorogenic substrate, fluorescence; inhibition, % at 12.2 µM; 0.18% of 370,000 active; AID 720704; in the data active = inhibition above about 11%;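 also: 0% = median of compound wells on plate and 100% = full blocker control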
ARFGAP1 inh = rat ARFGAP1 inhibition | Q62848 | Arfgap1-stimulated ARF1 GTP hydrolysis, GDP FP detection | inhibition, % at 16.5 µM | 0.26% of 360,000 active;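 active = inhibition above a per-plate limit, mean inhibition of low control wells plus 3 SD, cut at about 25% in these data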;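 also: 0% = DMSO wells with enzyme and 100% = wells lacking Arfgap1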
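Material – truncated rat Arfgap1 GAP domain · Buffer or medium – HEPES-based buffer, pH 7.5 · Reagent – human ARF1(Δ1-17)-GTP substrate · Dosing – 16.5 µM single point, 1.26% DMSO · Schedule – GTP hydrolysis reaction 2 h at 25 °C · Technique – GDP detection by fluorescence polarization · Benchmarks – No-Arfgap1 wells (100%) versus DMSO full-reaction wells (0%) · Repeats – single replicate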
KLK7 zymogen act = activators of human kallikrein-7 zymogen. 0.9% of 370,000 active. P49862. purified proKLK7, EDANS-DABCYL substrate fluorescence; 100% is mature enzyme control, 0% vehicle. AID 652039. activation, % at 7 µM;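 active = activation above the mean of all tested compounds plus 3 SD, computed per campaign excluding outliers beyond control limits, cut at about 13% in these data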
Tn6 DDE FP = disrupts Tn6 cyclic peptide binding to fibrin D-Dimer-E complex; inhibition, % at 8.3 µM; Fibrin DD(E) TRITC-Tn6 fluorescence polarization displacement; 0.21% of 370,000 active; P02675; AID 720509;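 active = inhibition above a per-campaign cutoff: mean of compounds within control limits plus 3 SD, cut at about 15% in these data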;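 also: 0% = median of all compound wells on the plate and 100% = blocking peptide control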
* marks the source's active call; other numbers are inactive results; i = inactive; / = not tested or not shown. Compounds were not picked by outcome (roughly 4.5% active in at least one column).

SMILES	UHRF1 MBD2 ctr	Tn7 DDE FP	ASAP1 GAP inh	PLCg1 inh	sPLA2-III inh	NR1D1 modulator	PLC-beta3 inh	ARFGAP1 inh	KLK7 zymogen act	Tn6 DDE FP
COC(=O)C[C@H]1CC[C@@H]2[C@@H](COc3ccc(NC(=O)c4ccno4)cc3C(=O)N2C)O1	2	-4	/	1	20*	1	1	/	-0.1	4
COC(=O)c1c(NC(=O)c2c(Cl)cnn2C)sc(C)c1C	2	-10	6	-4	0	10	-5	-7	-0.1	4
COc1cccc(C(C(=O)NC2CCCC2)N(C(=O)c2ccco2)c2ccc(C(C)=O)cc2)c1OC (configuration not stated)	3	6	-4	-1	-6	8	-8	9	0.3	-6
CCOc1ccc(S(=O)(=O)NCCC(=O)NCC(c2ccccc2OC)N2CCCC2)cc1 (configuration not stated)	-2	-2	4	1	0	-4	-6	3	-0.3	-2
NC(=O)CC(NC(=O)c1cccc(Br)c1)c1ccc(NCC2CC2)c([N+](=O)[O-])c1 (configuration not stated)	4	3	16	7	-1	2	-2	8	-0.2	2
Cc1ccc(C)c(S(=O)(=O)N2CCCOC2CNC(=O)C(=O)NCc2ccncc2)c1 (configuration not stated)	9	-9	12	2	1	2	1	18	-0.2	1
O=C(O)CC(NNC(=O)c1ccccc1)C(=O)Nc1ccc([N+](=O)[O-])cc1 (configuration not stated)	-3	-1	-10	2	-8	7	-6	10	-0.7	3
CC1CCN(S(=O)(=O)c2ccc3nc(-c4ccccn4)cc(C(=O)NCCN(C)Cc4ccccc4)c3c2)CC1	10	-5	9	1	-1	1	-4	2	-0.4	-2
CC(C)C(=O)Nc1nnc(S(=O)(=O)N(C)c2ccc(Cl)cc2)s1	-1	-3	-21	-3	-8	-4	-3	-9	0.0	2
COc1ccc(C2CC(c3ccccc3)=NN2c2ccccc2)c(C(=O)O)c1OC (configuration not stated)	1	1	16	i	-11	2	i	8	-18	-3
CCN(CC)CCCN(C(=O)c1cccc(C)c1)c1nc(-c2ccc(OC)cc2)cs1	1	8	-3	1	8	-7	-11	3	0.3	-3
CC(=O)Nc1cccc(NC(=O)c2csc(C)c2)c1	4	-2	-5	1	8	4	-5	-1	0.1	-4
Cc1ccc(S(=O)(=O)N2CCN(CCNC(=O)C(=O)Nc3ccc(F)cc3)CC2)cc1	5	-3	8	-1	15	1	-7	7	-0.7	-13
CCCNC(=O)c1oc2ccc3c(c2c1C)C=CC(C)(C)O3	4	3	3	-38	7	1	-63	11	0.5	-3
O=C(COc1ccccc1)NC(Cc1c[nH]c2ccccc12)C(=O)O (configuration not stated)	-3	3	4	1	-16	0	-2	10	0.0	3
CCOC(=O)c1cnn2c(SC)ncnc12	-1	0	-17	-1	-1	-5	1	5	1.0	-1
CCOc1ccc(-c2cc(C(=O)NN3CCN(C)CC3)c3cc(Cl)ccc3n2)cc1	13	-4	-1	i	-9	-7	i	4	-1.6	-1
O=C(Nc1ccccc1)N1CCSCC1	1	7	-3	4	3	2	5	-7	-0.3	-4
COc1cc(OC)nc(N/N=C(\c2ccccc2)c2ccncc2)n1	-4	5	6	-3	-8	-3	-3	-17	-0.4	-6
CCS(=O)(=O)N1CCN(c2ccnc3cc(Cl)ccc23)CC1	1	4	6	1	-4	-3	-4	6	-0.6	5
COc1ccccc1CCn1cnc(-c2ccc(Cl)cc2)c1CC(C)C	1	5	4	3	-4	0	1	0	0.5	-2
CC(=O)Nc1cccc(NC(=O)C(=O)Nc2ccc3c(c2)N(C(=O)C2CC2)CCC3)c1	-2	7	10	-6	-6	3	-19	0	0.2	-6
COCCCNC(=O)Nc1ccc2c(c1)N(C)C(=O)CS2	2	7	2	2	-2	-3	0	-8	0.2	2
O=C1NC(Nc2nc3ccccc3s2)(C(F)(F)F)C(=O)N1C1CCCCC1 (configuration not stated)	-4	-2	0	1	-43	2	5	4	0.1	2
O=C(CCN1CCCCCC1)Nc1ccc(F)cc1	0	-4	-9	-2	-2	2	1	-12	-0.1	5
CCn1nccc1C(=O)Nc1ccc(S(=O)(=O)NC23CC4CC(CC(C4)C2)C3)cc1	0	1	6	2	-37	4	-1	18	-0.2	4
COC(=O)[C@]12C[C@H](CC(=O)NCc3ccccc3)C(=O)N(Cc3ccc4c(c3)OCO4)C1=C[C@H](COCc1ccccc1)O[C@@H]2C	0	1	-2	-1	-10	6	1	-3	0.5	4
Cc1ccc2c(c1)NC(=O)C(CC(=O)O)O2 (configuration not stated)	1	7	-5	0	2	-1	3	-4	0.4	-4
Cc1ccc(NC(=O)CNCCCN2CCOCC2)cc1S(=O)(=O)N1CCCCC1	-1	7	-17	0	1	5	-5	-5	0.0	3
O=C(CSc1nnc(SCc2cccc3ccccc23)s1)N/N=C/C=C/c1ccccc1[N+](=O)[O-]	-1	9	0	1	-8	2	1	2	-0.1	-1
COCC(C)NC(=O)CCc1nnc(C2(c3ccc(Cl)cc3)CCC2)o1 (configuration not stated)	0	1	-10	0	4	0	1	5	0.1	1
Cc1cc(Cl)ccc1NC(=O)CN1C(=O)NC2(CCCc3ccccc32)C1=O (configuration not stated)	4	5	13	-1	7	1	-8	8	0.8	-2
O=C(N/N=C\c1ccoc1)c1ccco1	1	14	-8	2	8	-6	-8	-3	-0.3	4
CCOc1ccccc1N1CCN(S(=O)(=O)c2ccc(F)c(F)c2)CC1	0	-11	-13	1	0	1	1	-3	-0.1	-8
O=C(CSc1ncccn1)Nc1ccc2c(c1)CCC2	-1	-1	-3	-1	2	3	-6	1	0.0	0
CCn1c(=S)[nH]c2c(c1=O)C(C)(C)Cc1ccccc1-2	3	1	2	-4	9	-4	-8	-1	-0.1	-5
COc1ccccc1NC(=O)NN1CCCCC1	-1	-3	-4	3	2	-3	-4	1	0.2	-7
COc1cccc(COc2ncnc3sccc23)c1	-2	0	-6	0	-1	-2	-1	0	0.0	-4
Cc1ccc(OCCCOc2ccc(Cl)cc2Cl)c([N+](=O)[O-])n1	0	-1	/	3	-10	3	3	/	/	-3
O=C(CCS(=O)(=O)Cc1ccccc1)Nc1ncc([N+](=O)[O-])s1	3	-2	-7	0	3	-3	-11	-17	-0.8	1
Cc1ccc(S(=O)(=O)CCC(=O)OCCOc2ccc(Br)cc2)cc1	-2	-4	-2	1	0	0	1	0	-0.4	-1
C=C(C)CSc1nnc(-c2ccc(OC)cc2)n1N	4	2	1	-3	9	1	-1	1	-0.8	-4
CCOC(=O)[C@H]1[C@H]2COc3ccc(Br)cc3[C@H]2N2C(=O)CN(Cc3ccc(Cl)cc3)C(=O)[C@@]12C	0	-15	19	2	-15	0	3	1	0.1	-4
CCNC(=O)c1ccc(NS(=O)(=O)c2ccccc2)cc1	3	-1	6	-1	5	-1	1	1	0.1	4
CCN(CC)CCNc1nc(SC)nc2sc3c(c12)CCN(C)C3	20	-6	0	-43	-10	-3	-60	8	3.5	8
O=C(COCc1nc2ccccc2c(=O)[nH]1)NCC1CCCCC1	-2	1	1	1	0	-3	1	-9	-0.4	9
S=C(NC1CCCCC1)N(CCc1ccccc1)CCc1ccccc1	0	4	-1	0	11	-2	-1	-12	0.2	8
CCN(CC)S(=O)(=O)c1cc(NC(=O)Cn2cnc3ccccc3c2=O)ccc1C	3	4	-7	0	-9	8	1	3	-1.3	-4
Cc1cc(C)n2nc(CNS(=O)(=O)c3ccc(F)c(C)c3)nc2n1	3	4	0	3	-2	-3	2	9	0.2	2
CCOc1ccc(NS(=O)(=O)c2cc(NC(=O)CCS(=O)(=O)c3ccc(C)cc3)ccc2OC)cc1	5	-2	2	3	-27	-3	0	7	-0.3	1
CC(=O)Oc1ccc(C(=O)[C@H]2[C@H]3C(=O)N(c4cccc5ccccc45)C(=O)[C@H]3[C@@H]3C=CC=NN32)cc1	-1	6	2	-29	-4	4	-30	-29	-1.2	6
Nn1c(SCC(=O)NC2CCCC2)nnc1C(F)(F)F	1	-3	-11	2	7	-2	4	3	-0.7	6
CCOc1cc(C(=O)Nc2ccc(S(=O)(=O)Nc3cc(C)on3)cc2)cc(OCC)c1OCC	-1	-5	3	1	-30	2	1	11	-0.5	-2
CN(C(=O)CCN1C(=O)C(C)(C)Nc2ccccc21)c1ccccc1	1	-4	-5	2	3	-3	3	-8	-0.1	-5
O=C(CCc1ccccc1)NC1C2CC3CC(C2)CC1C3 (configuration not stated)	-1	0	7	5	5	-3	-1	-6	0.6	1
Cc1noc(C)c1CSCC(=O)Nc1ccc(Br)cc1Cl	2	5	3	-5	6	5	-13	-6	0.0	-6
CC1(C)Cc2cccc(OCC(=O)Nc3cc(S(C)(=O)=O)ccc3Cl)c2O1	2	7	-3	3	-5	-4	-6	-2	0.5	6
O=C(NCc1ccccc1F)C(=O)NCC1CCCN1S(=O)(=O)c1ccccc1 (configuration not stated)	-2	13	-8	-2	5	6	-10	5	0.4	-3
O=C(Nc1ccc(F)cc1F)c1cccc(C(=O)Nc2ccc(F)cc2F)n1	-1	1	5	1	1	4	-6	-3	0.1	3
CCCCOc1ccc(-c2n[nH]c(=S)n2Cc2ccccc2)cc1	-4	-2	1	2	4	6	-5	7	0.0	2

Structural class, those above with a CF3 group (2)
SMILES	UHRF1 MBD2 ctr	Tn7 DDE FP	ASAP1 GAP inh	PLCg1 inh	sPLA2-III inh	NR1D1 modulator	PLC-beta3 inh	ARFGAP1 inh	KLK7 zymogen act	Tn6 DDE FP
O=C1NC(Nc2nc3ccccc3s2)(C(F)(F)F)C(=O)N1C1CCCCC1 (configuration not stated)	-4	-2	0	1	-43	2	5	4	0.1	2
Nn1c(SCC(=O)NC2CCCC2)nnc1C(F)(F)F	1	-3	-11	2	7	-2	4	3	-0.7	6

The results go on:
SMILES	UHRF1 MBD2 ctr	Tn7 DDE FP	ASAP1 GAP inh	PLCg1 inh	sPLA2-III inh	NR1D1 modulator	PLC-beta3 inh	ARFGAP1 inh	KLK7 zymogen act	Tn6 DDE FP
Cc1onc(-c2c(F)cccc2Cl)c1C(=O)OCC(=O)NCc1ccco1	16	-4	9	3	-4	0	3	-6	-0.4	-3
CC1CCc2sc(C(=O)NCC3CCCO3)cc2C1 (configuration not stated)	-4	5	-3	-1	-1	-6	-5	0	-0.2	7
CCOC(=O)N1CCN(C(=O)c2ccccc2CCc2ccccc2)CC1	1	7	3	0	-4	0	2	0	0.6	1
Cc1ccc(NS(=O)(=O)c2cccc(C(=O)NCCc3c[nH]c4ccccc34)c2)c(C)c1	7	-1	2	2	-123	6	4	12	0.4	2

Two compounds from above with just KLK7 zymogen act, Tn6 DDE FP and PLC-beta3 inh:
Compound	KLK7 zymogen act	Tn6 DDE FP	PLC-beta3 inh
CCCNC(=O)c1oc2ccc3c(c2c1C)C=CC(C)(C)O3	0.5	-3	-63
CC1CCc2sc(C(=O)NCC3CCCO3)cc2C1 (configuration not stated)	-0.2	7	-5
